Pf apPOL block: Pf-apPOL inhibitors, biochemical, fluorescence; AID 1794808, 2022; 210,000 compounds, 0.25% hits; Plasmodium falciparum apicoplast DNA polymerase (apPOL); Recombinant Pf-apPOL, molecular beacon fluorescence, 1.5 h; inhibition, % at 10 µM
mHTT CaM bind: mutant huntingtin-calmodulin interaction inhibitors – biochemical, AlphaScreen, primary screen; P42858; AlphaScreen His-mHTT/GST-CaM binding, luminescence; inhibition, % at 15 µM; 190,000 compounds, 3.6% hits; AID 1671202, 2021;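 also: 0% = both proteins with DMSO and 100% = one protein alone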
* hit, by the source's call; . = not tested or not shown; & = joins results of further samples; ! = repeats disagree. Rule as the data show it: active = inhibition above about 50%; inactive = the rest.

SMILES | Pf apPOL block | mHTT CaM bind
Cc1cc(NC(=O)C(=O)NCCc2c[nH]c3ccccc23)n(-c2nc3c(c(=O)[nH]2)CCC3)n1 | -4 | 11
Cc1cc(C2CCCN2C(=O)c2cc(-c3ccc(F)cc3)no2)on1 (stereo unspecified) | 0 | 2
Cc1c([N+](=O)[O-])c(C)c2c(=O)cc(C(F)F)oc2c1[N+](=O)[O-] | -1 | 3
COc1ccc(C(=O)/C=C(\C)Nc2ccc3c(c2)OCO3)cc1 | 2 | 38
O=C(Cc1ccccc1F)N1CCC(COc2ccccc2C(=O)N2CCCC2)CC1 | -1 | 3
CCN1C(=O)/C(=C\c2nc3ccccc3c(=O)n2-c2ccccc2C)c2ccccc21 | -2 | 63*
CCN(CC)CCNc1nc2c(c(=O)n(C)c(=O)n2C)n1Cc1ccccc1Cl | 6 | 3
COc1ccc(CNC(=O)C2(C)CCCN(C(=O)c3cccc(F)c3)C2)cc1 (stereo unspecified) | -1 | 5
CCCN=C(NS(=O)(=O)c1cccs1)c1ccccc1 | 6 | 2
COCc1cc(=O)[nH]c(Nc2nc(C)c3cc(C)cc(C)c3n2)n1 | 6 | 1
O=C(Nc1ccc(F)c(F)c1)C(=O)N1CCN(Cc2ccc3c(c2)OCO3)CC1 | -3 | -4
CN(C)c1ccc(C(=O)NNC(=O)CCc2nc(-c3ccc(Cl)cc3)no2)cc1 | -4 | .
COc1ccc2cc3cc(C(=O)Nc4ccc(F)cc4F)oc3nc2c1 | -4 | -4
Cc1nnc(NCc2ccccc2)[nH]c1=O | -6 | 4
O=c1c(C=NCc2cccnc2)c(NCc2cccnc2)nc2ccccn12 | -2 | 9
CC(C)N1Cc2cc(C(=O)NC3CCCc4ccccc43)sc2C1 (stereo unspecified) | -4 | 2
Cc1ccc(OCC(=O)N2CCCc3ccccc32)cc1C | -10 | -11
O=c1n(-c2ccccc2)c(=O)n2n1C1CCC2C1 | 4 | .
COc1ccc(S(=O)(=O)NCCSCc2ccccc2C)cc1OC | 2 | -6
COc1ccc(CCN2CC(C(=O)NCc3ccccc3F)CC2=O)cc1OC (stereo unspecified) | -5 | 3
COC(=O)C1C(=O)Oc2ccc3ccccc3c2C1C1CCOC1=O (stereo unspecified) | . | -4
O=C(c1cccc(OCC2CCCN(C(=O)c3cccs3)C2)c1)N1CCCC1 (stereo unspecified) | -7 | 6
Cc1ccnc(NS(=O)(=O)c2ccc(NC(=O)c3ccc4c(c3)OCCO4)cc2)n1 | 3 | -4
Cc1ccc(C2CC(c3cccc(Br)c3)Nc3nnnn32)cc1 (stereo unspecified) | -3 | 39
CSc1sc(C(=O)N2CCc3ccccc32)cc1S(=O)(=O)C(C)C | 1 | .
COc1ccc(S(=O)(=O)Nc2c(C)n(C)n(-c3ccccc3)c2=O)cc1C(=O)O | -7 | 0
C=CCNC(=O)c1c(NC(=O)c2ccc([N+](=O)[O-])cc2)sc2c1CCCC2 | 4 | 6
CCN1CCN(C2CC(=O)N(c3ccc(F)cc3)C2=O)CC1 (stereo unspecified) | -6 | -7
O=S(=O)(N=C(c1ccccc1F)N1CCCCC1)c1ccccc1 | -3 | -6
COc1ccc(NC(=O)N2CCCC2c2nc(-c3ccc(F)cc3F)no2)cc1F (stereo unspecified) | 0 | 6
Cn1c(C2CCN(C(=O)Cc3ccccc3Cl)C2)nc2cccnc21 (stereo unspecified) | -6 | -3
COc1ccccc1N1CCN(S(=O)(=O)c2ccc(F)cc2)CC1 | 5 | -8
CC1(C)CNC(=S)NC1 | . | 1
Nc1nccnc1C(=O)NNS(=O)(=O)c1ccc(Cl)cc1 | -2 | .
Cc1ccc(C(=O)NCc2ccccc2C)c(C2CCN(C(=O)C3CC3)CC2)n1 | -2 | 7
CCOc1ccccc1C(=O)n1cc(Cl)cn1 | 98*! | -5&-8
Cc1ccc(C(=O)Nc2ccc(NC(=O)c3ccco3)c(Cl)c2)cc1C | -5 | 4
COCCN(CCOC)S(=O)(=O)c1ccc(C(=O)Nc2nnc(CSC)o2)cc1 | -13 | 19
O=C(CSc1nnc(-c2cccnc2)n1-c1ccccc1)Nc1ccc(Cl)c(Cl)c1 | 0 | 5
CN(CC(=O)Nc1ccc(F)c(F)c1)S(=O)(=O)c1ccc(Br)s1 | -1 | -7
CC(=O)N1N=C(c2ccncc2)OC12CCC(C(C)(C)C)CC2 (stereo unspecified) | 7 | 15
Cc1ccc(C=C2Oc3c(ccc(O)c3CN3CCN(C)CC3)C2=O)cc1 | -21 | 8
C=Cc1c(SC)sc(C(=O)O)c1C | -3 | .
Cc1oc(C(=O)O)cc1COc1ccc2c3c(c(=O)oc2c1C)CCC3 | 2 | 6
COc1ccc(-n2ccn3cc(-c4cccc(Cl)c4)nc3c2=O)cc1 | -10 | 10
Cc1ccc(NCCC(=O)c2cccs2)cc1 | -1 | 27
CN(C)CCCNC(=O)c1ccc([N+](=O)[O-])cc1 | 1 | -6
CN(C)C1CCN(Cc2cc(F)cc(Br)c2)CC1CO (stereo unspecified) | -4 | 2
CN1OC(COS(=O)(=O)c2ccc([N+](=O)[O-])cc2)CC12C1CC3CC(C1)CC2C3 (stereo unspecified) | 11&1 | .
Cc1ccccc1N1CCN(C(C)C(=O)NCc2ccncc2)CC1 (stereo unspecified) | 2 | 12
Additional compounds follow:
SMILES | Pf apPOL block | mHTT CaM bind
O=C(CCn1nnc2ccccc2c1=O)NCc1ccc2c(c1)OCO2 | 0 | 10
CC1C(=O)N(Cc2cn(CCC3OCCCO3)nn2)CCS(=O)(=O)N1Cc1ccc(-c2cccc(N(C)C)c2)cc1 (stereo unspecified) | -2 | 40
CC(=O)C1=C(O)C(=O)N(c2ccc(O)cc2)C1c1ccccc1F (stereo unspecified) | 8 | 3
CC1(C)OC(=O)C(=CNc2ccc(C(=O)O)c(O)c2)C(=O)O1 | 4 | 0
CSc1cccc(NC(=O)CN2N=NC3C(=O)N(c4ccc(C)cc4)C(=O)C32)c1 (stereo unspecified) | -4 | 9
Cc1[nH]n(-c2ccc(Cl)cc2)c(=O)c1C=Nc1ccc(N)c([N+](=O)[O-])c1 | -8 | 3
Cc1ccc(-n2c(=O)c3sccc3n(CC(=O)Nc3cccc(Cl)c3)c2=O)cc1F | -2 | -3
CC1(C)Cc2c(c(N3CCOCC3)nc3sc4c(=O)[nH]cnc4c23)CO1 | -6&-5 | 4&-5
CC12CCC(C1)C(C)(C)C2NS(=O)(=O)c1ccc(F)cc1 (stereo unspecified) | . | -16
COc1ccc(C(=O)Nc2ccc(-n3nncc3-c3ccc(OC)c(OC)c3)cc2)cc1 | -6 | 26
Cc1nn(-c2cc(N3CCCCC3)ccc2[N+](=O)[O-])c(=O)c2ccccc12 | -2 | 8
CN(C(=O)C12CC3CC(CC(C3)C1)C2)c1nnc(C23CC4CC(CC(C4)C2)C3)s1 | 2 | -4
CCOc1ccccc1CNC(=O)Cc1nnc(-c2cccc(F)c2)o1 | -4 | -10
COc1ccc(C2C(=C(O)c3ccc(Cl)cc3)C(=O)C(=O)N2CCN(C)C)cc1OC (stereo unspecified) | 8 | 5
CC(=O)Oc1ccc2cc(-c3ccc(Cl)cc3)c(=O)oc2c1 | -7 | -7
CCC(=O)NCc1nc2c(n1CC)CN(S(=O)(=O)c1ccc(Cl)s1)CC2 | -7 | 10
O=C1CCCN2N=C(SCC(=O)Nc3cc(C(F)(F)F)ccc3Cl)SC2=N1 | -4 | 4
O=C(COc1ccc([N+](=O)[O-])cc1)NC(C(=O)O)C(O)c1ccccc1 (stereo unspecified) | -2 | 3
Cc1nnc(NC(=O)CN2CCC(c3nnc(-c4ccco4)s3)CC2)s1 | -6 | -2
COc1ccccc1OCCSc1nc2ccccc2[nH]1 | -2 | -2
COC(=O)c1sc2ccccc2c1OC(=O)c1c(-c2c(Cl)cccc2Cl)noc1C | -1 | .
C=CCOc1ccc(/C=C2/N=C(c3ccccc3)OC2=O)cc1OC | -6 | 4
CCC(C)NC(=O)c1ccc(CN2CCc3ccccc3C2)cc1 (stereo unspecified) | 1 | 0
O=C1CSC2(C(=O)Nc3ccccc32)N1c1ccc2c(c1)oc1ccccc12 (stereo unspecified) | . | 23
O=C(c1ccccc1)N(Cc1cccnc1)Cc1ccc(Cl)cc1Cl | 0&-12 | .
Cc1nc(-c2nc(-c3c(C(=O)NNC(=O)Nc4cccc(Cl)c4)noc3C)cs2)cs1 | 4 | .
Cc1c2ccccc2nc2c(F)c(F)c(F)c(F)c12 | 1 | 2
O=C(CC1SC(=Nc2ccccc2)N(S(=O)(=O)c2ccccc2)C1=O)Nc1ccccc1 (stereo unspecified) | -5 | 23
CNC(=O)c1ccccc1I | 3 | .
COc1ccc(C2=NN(C(C)=O)C(c3ccc(OC)cc3)C2)cc1 (stereo unspecified) | -3 | 2
CN1C(=O)c2cccc(NC(=O)C3COc4ccccc4O3)c2C1=O (stereo unspecified) | -8 | -18
O=C(O)CN(CC(=O)O)c1ccccc1 | -11 | 5
O=[N+]([O-])c1ccc(NN=C2C(=Cc3cccc4ccccc34)CCc3ccccc32)c([N+](=O)[O-])c1 | -4 | .
Cc1cc(OCCCCOc2ccc(S(N)(=O)=O)c(C)c2)ccc1S(N)(=O)=O | -6 | 0
Cc1ccc(NC(=O)CSc2nc3c(c(=O)n2C)SC(C)C3)c(C)c1 (stereo unspecified) | -8 | 6
CC(=O)N1N=C(c2cnccn2)OC12CCC(C(C)(C)C)CC2 (stereo unspecified) | 4 | 0
O=C(C=Cc1ccccc1)NC(=S)NCC1CCCO1 (stereo unspecified) | -11 | -1
COc1cccc(CNC(=O)c2cc3c(n2C)CCN(Cc2ccc(F)cc2)C3)c1OC | -8 | 25
CC1CCCC(C)N1CCNC(=O)CN1N=C(c2ccc(Cl)cc2)CCC1=O (stereo unspecified) | -16 | -3
CC1C(C#N)=C(N)OC2=C1C(=O)CC(c1ccccc1)C2 (stereo unspecified) | -16 | 0
COc1cc(OC)c(NC(=O)COc2ccc(Br)cc2C)cc1Cl | -14 | 0
O=C1S/C(=C\c2ccc3c(c2)OCO3)C(=O)N1Cc1ccccc1F | -4 | -11
O=C(NCCc1ccccc1)N1CCN(Cc2nc3cccnc3n2-c2ccccc2)CC1 | -8 | 7
CSc1nc(N)nc(SC/C=C/c2ccccc2)c1C#N | -1 | -8
Cc1ccc(NC(=O)COc2cc(C)nc(N3CCCC3)n2)c(Br)c1 | 0 | -1
Cc1ccc(COc2ncnc3cc(Cl)ccc23)cc1 | -4 | .
Cn1c(=O)c2cc(S(=O)(=O)Nc3ccc(OC(F)(F)F)cc3)ccc2n(C)c1=O | -5 | 1
Cc1ccc(Cl)cc1NC(=O)CC(NCc1ccccn1)C(=O)O (stereo unspecified) | -8 | 100*
Cc1cccc(NC(=O)C2CCN(c3cc(N4CCCC4)ncn3)CC2)c1 | -2 | 15
CC(=O)N1CCC2(CC1)N=C(c1ccccc1O)CC(c1ccc(F)c(Cl)c1)N2 (stereo unspecified) | -2 | 69*

For convenience, some entries already given:
SMILES | Pf apPOL block | mHTT CaM bind
Cc1cc(OCCCCOc2ccc(S(N)(=O)=O)c(C)c2)ccc1S(N)(=O)=O | -6 | 0
Cc1ccc(NC(=O)CSc2nc3c(c(=O)n2C)SC(C)C3)c(C)c1 (stereo unspecified) | -8 | 6
CC(=O)N1N=C(c2cnccn2)OC12CCC(C(C)(C)C)CC2 (stereo unspecified) | 4 | 0
O=C(C=Cc1ccccc1)NC(=S)NCC1CCCO1 (stereo unspecified) | -11 | -1
COc1cccc(CNC(=O)c2cc3c(n2C)CCN(Cc2ccc(F)cc2)C3)c1OC | -8 | 25
CC1CCCC(C)N1CCNC(=O)CN1N=C(c2ccc(Cl)cc2)CCC1=O (stereo unspecified) | -16 | -3
CC1C(C#N)=C(N)OC2=C1C(=O)CC(c1ccccc1)C2 (stereo unspecified) | -16 | 0
COc1cc(OC)c(NC(=O)COc2ccc(Br)cc2C)cc1Cl | -14 | 0
O=C1S/C(=C\c2ccc3c(c2)OCO3)C(=O)N1Cc1ccccc1F | -4 | -11
O=C(NCCc1ccccc1)N1CCN(Cc2nc3cccnc3n2-c2ccccc2)CC1 | -8 | 7
CSc1nc(N)nc(SC/C=C/c2ccccc2)c1C#N | -1 | -8
Cc1ccc(NC(=O)COc2cc(C)nc(N3CCCC3)n2)c(Br)c1 | 0 | -1
Cc1ccc(COc2ncnc3cc(Cl)ccc23)cc1 | -4 | .
Cn1c(=O)c2cc(S(=O)(=O)Nc3ccc(OC(F)(F)F)cc3)ccc2n(C)c1=O | -5 | 1
Cc1ccc(Cl)cc1NC(=O)CC(NCc1ccccn1)C(=O)O (stereo unspecified) | -8 | 100*
Cc1cccc(NC(=O)C2CCN(c3cc(N4CCCC4)ncn3)CC2)c1 | -2 | 15
CC(=O)N1CCC2(CC1)N=C(c1ccccc1O)CC(c1ccc(F)c(Cl)c1)N2 (stereo unspecified) | -2 | 69*

(next part)
SMILES | Pf apPOL block | mHTT CaM bind
Cc1ccc(O)c(NS(=O)(=O)c2ccc([N+](=O)[O-])cc2)c1 | -6 | 9
COc1ccc(/C=C2/N=C(c3cc(Cl)ccc3Cl)OC2=O)c(OC)c1OC | -2 | 0
Cc1ccccc1CC(=O)Nc1cccc(-n2cnnn2)c1C | -1 | -4
CCOc1cc(CNC(=O)C2CCCN(c3ccncc3)C2)cc(OCC)c1OCC (stereo unspecified) | 6 | -2
NC(N)=NS(=O)(=O)c1ccc(NC(=O)c2ccc([N+](=O)[O-])cc2)cc1 | -6 | 0
O=C(c1ccc(Cl)cc1)n1cnc2ccccc21 | -2 | -2
COc1cccc(C2CC(=O)Nc3n[nH]c(C)c32)c1OC (stereo unspecified) | -4 | 0
COc1ccc(/C=C(\NC(=O)c2cccs2)C(=O)NC(C)(C)C)cc1OC | 2 | 10
COc1ccc(CCS(=O)(=O)NCC2CCN(Cc3cccs3)CC2)cc1 | -1 | -8
COc1ccc(OCC(=O)N2CCN(c3nc(CN4CCC(C)CC4)cs3)CC2)cc1 | -5 | 17
Cc1cc(=O)n(CC(=O)Nc2ccc(F)cc2)c(N2CCCCC2)n1 | -1 | -13
O=C(NCCN1CCCC1)C1=C2CCCN2c2ccc(F)cc2S1(=O)=O | 0 | -3

Screens deposited in PubChem by University of Kansas High Throughput Screening Laboratory.
